VHR inh color – inhibitors of human VHR1 phosphatase (DUSP3); recombinant VHR phosphatase, colorimetric substrate read-out; inhibition, % at 20 µM; 0.7% of 50,000 active; AID 1992; in the data active = inhibition above about 60%; note: some results filed as inactive read as strong as hits
Target sequence (P51452 whole entry, looked up): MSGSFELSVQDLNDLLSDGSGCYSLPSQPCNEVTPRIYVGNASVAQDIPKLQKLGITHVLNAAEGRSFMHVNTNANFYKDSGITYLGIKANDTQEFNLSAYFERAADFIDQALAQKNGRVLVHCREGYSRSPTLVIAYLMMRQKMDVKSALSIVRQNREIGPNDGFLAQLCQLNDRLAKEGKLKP
Numbers without * were called inactive; & = joins results of further samples.

SMILES	VHR inh color
O=C(/C=C\Nc1ccccn1)c1ccccc1	0
C=CCc1ccccc1OCCOc1ccc(/C=c2\sc3nc4ccccc4n3c2=O)cc1OCC	15
CC(=O)Oc1cccc(N2C(=O)CCC2=O)c1	-14
Nc1nc(-c2ccccc2)c(-c2ccccc2)n1N	-13
CN1C(=O)NC(=O)/C(=C\c2ccc(C(=O)O)cc2)C1=O	-10
Nc1sc2c(c1C(=O)Nc1ccccc1)CCCC2	44
CCCC(=O)c1ccc(N2CCN(C(=O)CCC)CC2)c(F)c1	-3
O=C(CCNc1cccc(C(F)(F)F)c1)c1cccs1	-7
Cc1cccc(OCC(=O)NC2CCCCCC2)c1	-39
COc1cc(C2Nc3ccc4ccccc4c3C3=C2C(=O)CC(C)(C)C3)ccc1OCC#N (centres undefined)	1
CCOC(=O)c1sc(NC(=O)c2ccc(C)o2)nc1C	-17
COc1cc(N=Cc2c(O)n(-c3ccccc3F)c(=O)[nH]c2=O)cc(OC)c1	-9
COc1ccc(/C=C/C(=O)O)cc1S(=O)(=O)Nc1cccc(C(=O)O)c1	-84
C/C(=N\N=C1\NC(=O)C(CC(=O)Nc2ccc(C)c(Cl)c2)S1)c1ccc(F)cc1 (centres undefined)	-2
Cc1ccc2nc(-c3ccccc3C)oc(=O)c2c1	6
NC(=O)c1cccc(NC(=O)/C=C/C(=O)O)c1	-2
CCOC(=O)Cn1c(-c2nonc2N)nc2ccccc21	-12
CCOc1ccc(C2=C/C(=C/c3ccc(C)o3)C(=O)O2)cc1	-2
CCOc1ccc(NC(=O)c2cnn(-c3ccccc3)c2NC(=O)c2ccc(C)cc2)cc1	-8
Cc1ccc(C(=O)NCc2ccco2)cc1	-7
O=C1NC(=S)N(c2ccc(Cl)cc2)C(=O)/C1=C/C=C/c1ccccc1	52
O=C(Nc1ccc(N2CCCCC2)c(Cl)c1)c1ccc([N+](=O)[O-])cc1Cl	4
CC(Sc1nnc(N)s1)c1ccccc1 (centres undefined)	-10
O=C(c1ccccc1)N(Cc1ccccc1)CC(O)(c1ccccc1)c1ccccc1	-1
Cc1ccc(S(=O)(=O)Nc2ccc(Oc3ccccc3)cc2)cc1[N+](=O)[O-]	-12

Single values from the list.
`O=C1NC(=S)N(c2ccc(Cl)cc2)C(=O)/C1=C/C=C/c1ccccc1` in VHR inh color shows 52
`COc1ccc(/C=C/C(=O)O)cc1S(=O)(=O)Nc1cccc(C(=O)O)c1` in VHR inh color shows -84
`CCOc1ccc(NC(=O)c2cnn(-c3ccccc3)c2NC(=O)c2ccc(C)cc2)cc1` in VHR inh color shows -8

Structures shown so far with a Cl atom (3):
SMILES	VHR inh color
C/C(=N\N=C1\NC(=O)C(CC(=O)Nc2ccc(C)c(Cl)c2)S1)c1ccc(F)cc1 (centres undefined)	-2
O=C1NC(=S)N(c2ccc(Cl)cc2)C(=O)/C1=C/C=C/c1ccccc1	52
O=C(Nc1ccc(N2CCCCC2)c(Cl)c1)c1ccc([N+](=O)[O-])cc1Cl	4

Carrying on.
SMILES	VHR inh color
Cc1ccccc1C(=O)Nc1cccc(NC(=O)c2cccc(Cl)c2)c1	22
COc1ccc2c(c1OC)C(=O)OC2Nc1ccccc1[N+](=O)[O-] (centres undefined)	-52
Cc1occc1-c1nc(-c2ccccc2)no1	-16
O=C(O)/C=C/c1cccc(NC(=O)CCc2ccccc2)c1	7
COc1cccc(CN2CCN(C(=O)c3cccs3)CC2)c1OC	-5
O=C(N/N=C/c1ccccc1OCc1ccccc1)c1ccccc1O	-5
CC1=C(C(=O)Nc2cccc(C)c2)C(c2ccc3c4c(cccc24)CC3)NC(=S)N1 (centres undefined)	-13
O=C(Nc1ccc(F)c(Cl)c1)c1cc([N+](=O)[O-])ccc1Cl	-8
CCc1ccc(NC2=C(Cl)C(=O)N(c3ccccc3C)C2=O)cc1	-12
CCNC(=O)C(=O)Nc1ccccc1OC	-14
COC(=O)C1=CN(CCc2ccccc2)C=C(C(=O)OC)C1c1ccc(Cl)cc1	-8
CCOC(=O)C1=C(C)N(C)C(=O)NC1c1ccc2c(c1)OCO2 (centres undefined)	18
COc1ccc(C(NS(=O)(=O)c2ccc3ccccc3c2)c2ccccc2)cc1 (centres undefined)	10
O=C(c1ccc(CN2CCOCC2)cc1)N1CCCC1	-53
CCCOc1ncnc2sc3c(c12)CCCC3	-2
CC(C)OC(=O)c1ccc(NC(=O)c2cccc(Br)c2)cc1	-2
O=C(O)/C=C/c1ccc(-c2ccccc2Br)o1	-1
Cc1cc(=O)n2[nH]c(-c3ccccc3)cc2n1	-5&-4
Cc1ccc(NC(=O)C(=O)NCC(O)c2ccccc2)cc1 (centres undefined)	-2
O=C(O)c1ccc(S(=O)(=O)c2ccc3c(c2)C(=O)N(c2ccccc2[N+](=O)[O-])C3=O)cc1	-4
CCSC1(SCC)N=C(N)C2(C#N)C(c3ccccc3)NC(C)=CC12C#N (centres undefined)	16
Cc1cc(C)cc(NC(=O)c2c(C)nc3ccccn23)c1	24
CCOC(=O)c1c(NC(=O)c2ccc(Cl)cc2)sc2ccccc12	-10
C/C(=N\NC(=O)c1ccc(Br)cc1)c1cccnc1	-18
O=C(Nc1ccc2nn(-c3ccc(F)cc3)nc2c1)c1cc(I)ccc1Cl	-3
CCCCOc1ccc(C(=O)NCCc2ccc(Cl)cc2)cc1	-2
Cc1ccccc1C(=O)NN=C1CCCC1	4
CC(C)c1ccc(N2C(=O)NC(=O)/C(=C/c3cn(C)c4ccccc34)C2=O)cc1	60
CC(C)Cn1c(CN2C(=O)c3ccccc3C2=O)nc2ccccc2c1=O	-17
NC(=O)SCC(=O)Nc1ccc(Cl)c(Cl)c1	1
O=C1NC(=S)S/C1=C/c1ccc(Oc2ccc(C(F)(F)F)cc2[N+](=O)[O-])c(Cl)c1	-5
CC(=O)Oc1ccc(C2C(C(=O)OCCOc3ccccc3)=C(C)NC3=C2C(=O)CCC3)cc1 (centres undefined)	-4
COc1ccc(C2=NN(c3ccc(C=O)cc3)C(c3ccc(F)cc3)C2)cc1 (centres undefined)	-4
COc1ccc(C(=O)Nc2cccc(S(N)(=O)=O)c2)cc1	2
O=C1NC(=S)N/C1=C/c1ccc(-c2cc([N+](=O)[O-])ccc2Cl)o1	2
O=C1c2cccc3cccc(c23)C(=O)N1CC1CCN(S(=O)(=O)c2ccc(F)cc2)CC1	-18
CCCC(=O)NNc1nc2c(c(=O)n1-c1ccccc1)C1(CCCCC1)Cc1ccccc1-2	-6
COc1ccc(S(=O)(=O)Nc2ccc(C(=O)Nc3ccccc3)cc2)cc1Br	-6
Cc1ccc(NC(=O)C(Cl)Cl)c(Br)c1	2
CC(C)(C)c1ccc(C(CC(=O)c2ccc(Br)cc2)S(=O)(=O)c2ccccc2)cc1 (centres undefined)	-19
CC1CCN(CCOCCOc2ccc(Br)cc2)CC1	4
Cc1ccc(NC(=S)Nc2ccc(F)cc2)c(C)c1	10
COc1ccc(N2C(=O)NC(=O)/C(=C/c3ccc(-c4ccc([N+](=O)[O-])cc4Cl)o3)C2=O)cc1	18
Cc1c(Cl)c([N+](=O)[O-])nn1CC(=O)Nc1cc(C(F)(F)F)ccc1Cl	-21
O=C(CCC1CCCC1)Nc1ccc(Br)cn1	8
COC(=O)c1c(N)sc2c1CCc1ccccc1-2	-1
CCC(C)N1CCN(Cc2cc(OC)c(OC)c(OC)c2)CC1 (centres undefined)	19
Fc1c(F)c(F)c(SCCc2ccncc2)c(F)c1F	-10
O=C(Nc1ccc(Cl)cc1Cl)C1CC(=O)N(c2ccc(Br)cc2)C1 (centres undefined)	3
O=C(Cc1ccccc1)Nc1ccc(Br)cc1C(=O)O	-3

Pulled one by one from above:
SMILES	VHR inh color
Nc1nc(-c2ccccc2)c(-c2ccccc2)n1N	-13
COC(=O)C1=CN(CCc2ccccc2)C=C(C(=O)OC)C1c1ccc(Cl)cc1	-8

(next part)
SMILES	VHR inh color
N#C/C(=C\c1ccc(-c2ccc(Cl)cc2)o1)C(=O)Nc1ccccc1O	-7
O=C(c1ccc(S(=O)(=O)N2CCOCC2)cc1)N1CCN(CCN2C(=O)c3cccc4cccc(c34)C2=O)CC1	7
CCOc1ccccc1NC(=O)COc1ccc(C(C)(C)C)cc1	-8
COc1cccc(NC(=O)/C=C(\C(=O)O)c2ccc(Cl)cc2)c1	-10
O=S(=O)(c1ccc(C=Nc2ccc(Br)cc2)cc1)c1ccc(C=Nc2ccc(Br)cc2)cc1	17
CCN(CC)CCC/C(=N\O)C(O)(c1ccccc1)c1ccccc1	3
Cc1occc1C(=O)Nc1nccs1	68
CCCN(CCC)C(=O)c1ccc(Cl)cc1	-40
Cc1[nH]c2ccccc2c1/C=C/c1nc2ccccc2c(=O)n1-c1cccc([N+](=O)[O-])c1	78*
CCOC(=O)c1cccc(NC(=O)c2ccc(OC)c(OC)c2)c1	-2
Cc1ccc(NC2=CC(c3ccc([N+](=O)[O-])cc3)N(c3ccc(C)cc3)C2=O)cc1 (centres undefined)	-11
COc1ccc(C(=O)N2CCN(Cc3cccc(F)c3)CC2)cc1	8
O=C(CN(c1ccc(Br)cc1)S(=O)(=O)c1ccccc1)NCCOc1ccccc1	-5
CN1CCN(c2ccc(C(=O)c3cccc(F)c3)cc2)CC1	-4
O=S(=O)(c1ccccc1)N1CCN(Cc2ccncc2)CC1	8
FC(F)(F)COc1nc(N2CCOCC2)nc(N2CCN(Cc3ccccc3)CC2)n1	6
Cc1nc(-c2ccccc2)sc1C(=O)Nc1ccc(Br)cc1	2
CCOC(=O)C(CCCOc1ccc(C(C)(C)C)cc1)C(=O)OCC	-1
COc1ccc(CSc2nc3ccccc3s2)cc1	-9
Cc1ccc(/C(O)=C2\C(=O)C(=O)N(CCCC(=O)O)C2c2ccc(Br)cc2)cc1 (centres undefined)	-9
CC1=CC(=NS(=O)(=O)c2ccc(C)cc2)C=C(C)C1=O	25
CCOC(=O)c1cnn2c(C)cc(-c3ccccc3)nc12	-16
O=C(Cc1ccc(-c2ccccc2)cc1)Nc1cc(Cl)ccc1Cl	-27
Cn1cccc1CN1CCN(Cc2ccncc2)CC1	7
C=CCN1C(=O)/C(=C\c2cc3c(cc2Br)OCO3)C(=O)NC1=S	33

> Cc1cc(Br)ccc1NC(=O)c1cccc(N(C)C)c1
  VHR inh color = -17
> CC1(C)CC(=NN=C2CC(C)(C)NC(C)(C)C2)CC(C)(C)N1
  VHR inh color = -2
> O=C(O)CCCN1C(=O)C(=O)/C(=C(/O)c2ccccc2)C1c1ccccc1[N+](=O)[O-] (centres undefined)
  VHR inh color = -19
> O=C(NN1C(=O)c2ccccc2C1=O)c1ccccc1Br
  VHR inh color = -22
> Cc1ccccc1-n1c(O)c(C=Nc2ccc3c(c2)OCO3)c(=O)[nH]c1=O
  VHR inh color = -14
> CC(=O)NC(c1ccccc1Cl)c1c(OC(C)=O)ccc2ccccc12 (centres undefined)
  VHR inh color = -19
> Cc1ccc(C(=O)Nc2ccc(Cc3ccncc3)cc2)cc1[N+](=O)[O-]
  VHR inh color = 9
> COc1ccc(-n2c(SCc3ccccc3)nc3sc4c(c3c2=O)CCC4)cc1
  VHR inh color = 1
> Cc1nc2cc(-c3ccccc3Cl)[nH]n2c(=O)c1Cl
  VHR inh color = -8
> Cc1cc(Cl)cc(Cl)c1OCCNCCO
  VHR inh color = -7
> COCCNc1ncnc2ccc(Br)cc12
  VHR inh color = 10
> O=c1oc2c(-c3cccc(Cl)c3)cc(O)cc2s1
  VHR inh color = 7
> CC(C)CCn1c(COc2ccccc2)nc2ccccc21
  VHR inh color = 2
> O=[N+]([O-])c1ccc(C2SCCN2S(=O)(=O)c2ccc3cccc4c3c2CC4)cc1 (centres undefined)
  VHR inh color = 0
> Oc1cnc(Nc2nc3ccccc3s2)[nH]1
  VHR inh color = -31
> C=CCNC(=O)CN(c1ccc(OC)cc1)S(=O)(=O)c1ccc(OC)c(OC)c1
  VHR inh color = -30
> O=C(CSc1nnc(-c2ccncc2)n1-c1ccccc1)c1ccc(F)cc1
  VHR inh color = 20
> COc1ccc(C(=O)c2ccc(OC)cc2OC)c(OC)c1
  VHR inh color = -1
> Cc1c(C)c(C)c(C=C2C(=O)c3ccccc3C2=O)c(C)c1C
  VHR inh color = -6
> CCOC(=O)c1c(-c2ccccc2)csc1NC(=O)c1cc2ccccc2oc1=O
  VHR inh color = -12
> O=C(Nc1ccc(Br)cn1)c1cc2ccccc2o1
  VHR inh color = -22
> COc1ccc(N2C(=O)c3ccc4c5c(ccc(c35)C2=O)CC4)c(OC)c1
  VHR inh color = 6
> S=C(NCCC(c1ccccc1)c1ccccc1)Nc1ccc(Cl)cc1Cl
  VHR inh color = 4
> COc1ccc(C2C(C(=O)c3ccccc3)C(=O)CC(C)(O)C2C(=O)c2ccccc2)cc1 (centres undefined)
  VHR inh color = 1
> Cc1ccc(S(=O)(=O)N2CCN(S(C)(=O)=O)C2c2ccccc2)cc1 (centres undefined)
  VHR inh color = -3

Four compounds out of the list, arranged by formula weight, low to high.
> Oc1cnc(Nc2nc3ccccc3s2)[nH]1
  VHR inh color = -31
> Cc1ccc(C(=O)Nc2ccc(Cc3ccncc3)cc2)cc1[N+](=O)[O-]
  VHR inh color = 9
> O=C(CSc1nnc(-c2ccncc2)n1-c1ccccc1)c1ccc(F)cc1
  VHR inh color = 20
> C=CCNC(=O)CN(c1ccc(OC)cc1)S(=O)(=O)c1ccc(OC)c(OC)c1
  VHR inh color = -30

The list goes on:
> COC(=O)c1c(C)oc2ccc(OCc3cc(C)ccc3C)cc12
  VHR inh color = 5
> Cc1sc(NC(=O)Cc2ccccc2)c(C(N)=O)c1C
  VHR inh color = -8
> CC(C)COc1ccc(Cc2c(O)[nH]c(=S)[nH]c2=O)cc1
  VHR inh color = 36
> COc1cc(C=C2C(=O)NC(=S)NC2=O)ccc1OCCO
  VHR inh color = 32
> O=C(O)c1cccc(NC(=O)c2ccccc2NC(=O)c2cccs2)c1
  VHR inh color = -9
> O=C(c1cccc(Br)c1)N1CCN(c2ccc(Cl)cc2)CC1
  VHR inh color = 1
> Cc1cc(I)ccc1N/C=C/[N+](=O)[O-]
  VHR inh color = -17
> O=C(Nc1ccc2oc(-c3cccc(Cl)c3Cl)nc2c1)c1ccco1
  VHR inh color = -47
> CCc1cc(=O)oc2cc(OCC(C)=O)ccc12
  VHR inh color = -5
> O=C(Nc1ccc(Cl)cc1Cl)C1CC(=O)N(c2ccc(F)cc2)C1 (centres undefined)
  VHR inh color = -24
> CCC(=O)CC(c1ccccc1)C1C(=O)NC(=O)NC1=O (centres undefined)
  VHR inh color = -18

Some of the compounds tested; rates above refer to the full screens.
